High-throughput results (PubChem)
MBNL1-CUG inh: qHTS Assay for Inhibitors of MBNL1-poly(CUG) RNA binding | Muscleblind-like protein 1 (Homo sapiens), Q9NR56 | TR-FRET MBNL1-His/biotin-(CUG)12 binding, 665/545 ratio | Potency, µM (highest dose often 57.5 µM), inactives show at the top dose activity change, negative = inhibition, actives largely listed as inhibitors | 280,000 compounds, 0.036% hits | AID 2675, 2010; active = well fitted inhibition curve with a large enough effect in the signal ratio, with a control signal flat, not every such curve was filed as active; inconclusive = small, poorly fitted or top-dose-only effect, or effect the other way, or a change in a side signal; inactive = no such curve, though single readings can be large or run the other way; the % refers to the signal ratio; note: potency is the fitted concentration of half-maximal effect; % is set by controls: 0 for no effect and ±100 for the full control effect
Target sequence (Q9NR56 whole entry, looked up): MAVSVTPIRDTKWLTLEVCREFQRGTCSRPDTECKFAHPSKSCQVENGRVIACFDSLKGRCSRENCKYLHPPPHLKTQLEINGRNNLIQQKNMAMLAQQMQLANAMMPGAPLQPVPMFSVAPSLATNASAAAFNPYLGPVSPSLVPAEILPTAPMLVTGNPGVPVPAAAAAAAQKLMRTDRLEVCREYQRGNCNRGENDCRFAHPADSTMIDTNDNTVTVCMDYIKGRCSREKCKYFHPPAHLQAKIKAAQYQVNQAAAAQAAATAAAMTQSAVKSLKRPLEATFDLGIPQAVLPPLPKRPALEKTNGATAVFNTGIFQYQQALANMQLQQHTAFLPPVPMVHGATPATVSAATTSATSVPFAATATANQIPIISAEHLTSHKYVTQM
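TR-FRET between His-tagged MBNL1 and biotin-(CUG)12 RNA, detected with Tb anti-His antibody (0.055 ng/ul) and streptavidin-XL665 (5 nM), 60 min at room temperature. Compounds titrated 92 nM to 58 uM; 665/545 nm ratio normalized to buffer and complex controls.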
MLL CXXC-DNA inh: qHTS Fluorescence Polarization Assay for Inhibitors of MLL CXXC domain - DNA interaction; Histone-lysine N-methyltransferase 2A (Homo sapiens), Q03164; MLL-CXXC / FITC-HOXA9 DNA fluorescence polarization; Potency, µM (doses to about 115 µM), inactives show at the highest dose activity change, negative = inhibition, hits mostly inhibitors; 290,000 compounds, 0.037% hits; AID 2662, 2010; active = well fitted inhibition curve with a large enough effect in the polarisation, with a control signal flat, not every such curve was filed as active; inconclusive = small, poorly fitted or top-dose-only effect, or effect the other way, or a change in a side signal; inactive = no such curve, though single readings can be large or run the other way; the % refers to the polarisation; note: potency is the fitted concentration of half-maximal effect
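Fluorescence polarization: 7 uM MLL-CXXC (stock) preincubated 5 min with compounds, then 50 nM fluorescein-HOX-A9 DNA (stock) added; 30 min ambient. Buffer 50 mM Tris-HCl pH 7.5, 50 mM NaCl, 1 mM DTT, 0.05% BSA.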
ASM inhibitor: Inhibitors of Secretory Acid Sphingomyelinase (S-ASM): qHTS; Sphingomyelin phosphodiesterase (Homo sapiens), P17405; Potency, µM (doses to about 57.5 µM), for the others: at the top dose activity change, negative = inhibition, hits mostly inhibitors; 340,000 compounds, 0.006% hits; placental ASM, HMU-PC fluorogenic substrate, 60 min; note: potency is the fitted concentration of half-maximal effect
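HMU-PC0 cleavage (9 uM final) by human placental ASM, 60 min at 37 °C following 10 min compound exposure at RT; stopped at pH 10, fluorescence Ex 386/Em 447 nm.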
a7 integrin act: qHTS for Activators of Integrin-Mediated Alleviation for Muscular Dystrophy; alpha7betagal myoblasts, beta-gal FDG fluorescence, 48 h; Potency, µM (highest dose often 38.3 µM), inactives show at the highest dose activation, hits mostly activators; 350,000 compounds, 0.064% hits; AID 624291, 2012;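 note: potency is the fitted concentration of half-maximal effect; 100% = response of the positive control SU9516; nearly all actives have a fitted effect of over 60% in size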
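alpha7betagal+/- myoblasts (passage 13, 250/well) treated 48 h at 37C with compounds at 1:260 dilution of DMSO stock. Lysed, then beta-galactosidase activity read as FDG fluorescence (ex 480/em 540) after 30 min, with pre-read for autofluorescence.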
GALK inh: qHTS Assay for Inhibitors of Human Galactokinase (GALK); Potency, µM (top dose mostly 57.5 µM), inactives show at the top dose activity change, negative = inhibition, usual class: inhibitors; P51570; Purified GALK, Kinase-Glo residual ATP luminescence; 270,000 compounds, 0.007% hits; note: potency is the fitted concentration of half-maximal effect; % is set by controls: 0 for no effect and ±100 for the full control effect
Target sequence (P51570 whole entry, looked up): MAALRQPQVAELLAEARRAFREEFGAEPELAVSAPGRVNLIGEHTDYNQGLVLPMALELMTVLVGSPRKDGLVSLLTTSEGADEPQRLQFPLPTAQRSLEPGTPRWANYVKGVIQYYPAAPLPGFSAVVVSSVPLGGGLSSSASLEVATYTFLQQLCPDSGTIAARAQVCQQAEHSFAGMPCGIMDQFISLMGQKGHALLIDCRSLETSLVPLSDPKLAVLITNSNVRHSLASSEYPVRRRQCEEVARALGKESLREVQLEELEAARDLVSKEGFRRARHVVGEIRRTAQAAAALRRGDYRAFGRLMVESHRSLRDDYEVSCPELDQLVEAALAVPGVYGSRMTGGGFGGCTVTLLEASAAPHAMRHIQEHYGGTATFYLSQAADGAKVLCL
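5 nM enzyme, 35 uM ATP, 100 uM galactose, 20 mM HEPES pH8.0, 5 mM MgCl2; 1 h RT; residual ATP by Kinase-Glo Plus luminescence, qHTS format.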
hERG WT inh: qHTS for Inhibitors of KCHN2 3.1: Wildtype qHTS | Voltage-gated inwardly rectifying potassium channel KCNH2 (Homo sapiens), Q12809 | U2OS, BacMam KCNH2, thallium flux FluxOr; hits give low values | activity change, % at 1.84 µM | 340,000 compounds, 0.37% hits;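 active = maximum activity change below -70%; inconclusive = maximum activity change between -70% and -50%; inactive = maximum activity change above -50%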; note: % is set by controls: 0 for no effect and ±100 for the full control effect
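U2OS cells transduced with wild-type KCNH2 virus are loaded with FluxOr dye for 45 min, and thallium flux is measured in kinetic reads before and after stimulation buffer. Rate constants are normalized to DMSO controls.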
A-T KAP1 phos: qHTS Assay for Identifying a Potential Treatment of Ataxia-Telangiectasia; 320,000 compounds, 0.19% hits; […] A-T fibroblasts, KAP-1 phosphorylation AlphaLISA; neocarzinostatin DNA damage 30 min before lysis; Potency, µM (series often up to 57.5 µM), without a hit: at the top dose activation, actives largely listed as activators; note: potency is the fitted concentration of half-maximal effect; % of control where 0% means no effect; nearly all actives have a fitted effect of over 45% in size
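hTERT-immortalized A-T patient fibroblasts ([…]), 500 cells/well in OPTI-MEM, 1% FBS, got compounds for 60 min, then NCS for 30 min at 37C. Lysates were then assayed for phospho-KAP-1 by AlphaLISA (anti-pKAP1 donor, anti-KAP1 acceptor beads), 6 hr at 25C.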
KCNH2 3.1 block: qHTS for Inhibitors of KCHN2 3.1: Mutant qHTS; U2OS KCNH2 3.1, thallium flux FluxOr; hits give low values; activity change, % (tested at about 1.8 µM); 340,000 compounds, 0.95% hits;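 active = maximum activity change below -70%; inconclusive = maximum activity change from -70% to -50%; inactive = maximum activity change above -50%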;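 note: thallium influx rate constant from kinetic fluorescence after stimulation buffer; % is set by controls: 0 for no effect and ±100 for the full control effect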
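Normalized rate constant (relative to positive and negative DMSO controls) derived from a 2 min kinetic fluorescence read after stimulation; U2OS cells expressing the 3.1 isoform via virus at 1.77 x 10^8 /mL.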
TRPV1 agonist: HTS Assay for Compounds that Act as Agonists of the Vanilloid Receptor 1; Transient receptor potential cation channel subfamily V member 1 (Homo sapiens), Q8NER1; 320,000 compounds, 0.19% hits; TRPV1-expressing cells, Fluo-8 calcium influx, agonist mode; activation, % at 8.33 µM; in the data active = activation above about 80%; inconclusive = between about 30% and that limit; note: 0% is about no effect
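Cells expressing TRPV1 were dye-loaded with Fluo-8 and read kinetically: 10 s baseline, 3 min after compound (agonist portion), then 2 min after EC20 capsaicin (allosteric enhancer portion). Calcium-bound dye fluorescence at 480/520 nm.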
Coupling enz: qHTS Assay for Inhibitors of Fructose-1,6-bisphosphate Aldolase from Giardia Lamblia: Coupling assay counterscreen | coupling enzyme system counterscreen, AmpLite Red fluorescence | activity change, negative = inhibition, % at 58.2 µM, hits read low | 290,000 compounds, 0.67% hits | AID 2472, 2010; in the data active = activity change below about -30%; note: % is set by controls: 0 for no effect and ±100 for the full control effect
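Activity here indicates interference with the coupling reaction, not aldolase inhibition. Compounds at 57.5 uM final met coupling enzymes for 10 min at RT; substrate and AmpLite Red detection followed, with a 525/598 nm fluorescence read after 20 min.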
* hit, by the source's call; i = inactive; ? = inconclusive; . = no result given; [ ] = another dose, or the depositor's remark. Unless noted, calls come from the whole dose curve; as a rule, active = well fitted curve in the direction sought with a large enough effect; inconclusive = small, poorly fitted or top-dose-only effect, or another doubt; inactive = no such curve, though single readings can be large; an effect the other way counts as inactive or inconclusive.

SMILES	MBNL1-CUG inh	MLL CXXC-DNA inh	ASM inhibitor	a7 integrin act	GALK inh	hERG WT inh	A-T KAP1 phos	KCNH2 3.1 block	TRPV1 agonist	Coupling enz
Cc1ccc(NC(=O)N[C@H](C(=O)O)C(C)C)c(C)c1	-5%	2%	9%	-30%	-3%	-13	-12%	3	-1	2
O=C(NC1CCCC1)C(c1ccc(F)cc1)N(C(=O)c1csnn1)c1ccccc1F (stereo not given)	-2%	-4%	1%	-14%	-5%	3	10%	-37	6	-1
O=C(c1cc(-c2ccccc2O)on1)N1CCCC1	7%	2%	-3%	19%	2%	6	1%	9	.	3
COc1cc(OC)cc(C(=O)NCC(=O)N2CCN(c3ccc(O)cc3)CC2)c1	1%	24%	7%	-16%	1%	0	-2%	-1	-1	-1
COc1ccc(C(=O)COC(=O)CNS(=O)(=O)c2ccc(C)cc2)cc1	-9%	1%	-2%	19%	-1%	-7	1%	-4	2	-3
Nc1nc(-c2ccc(S(=O)(=O)N3CCCCC3)cc2)cs1	.	.	9%	-44%	.	-20	-7%	-9	0	.
Cc1cc(NC(=O)c2ccc(-c3ccccc3[N+](=O)[O-])o2)no1	.	.	-2%	-16%	.	2	-5%	-4	.	.
COc1ccc(NC(=O)CSc2c(C)nn(-c3nnc(C)c(=O)[nH]3)c2C)cc1	7%	13%	-2%	-10%	1%	-3	3%	7	2	-1
NC(=O)c1cc([N+](=O)[O-])ccc1NCc1ccc(F)cc1	.	.	-8%	28%	.	-11	3%	7	-2	.
O=C(NCc1ccc(F)cc1)C(c1cccs1)N(C(=O)c1csnn1)C1CC1 (stereo not given)	-16%	13%	-3%	15%	3%	28	25%	17	4	2
CCOC(=O)c1ccc(NC(=S)N(CCN2CCCCCC2)Cc2ccco2)cc1	-3%	3%	0%	-24%	8%	15	-12%	-90*	9	-4
CN(C)S(=O)(=O)c1cccc(NC(=O)C2CCN(S(=O)(=O)c3cccs3)CC2)c1	.	.	-2%	-2%	.	3	5%	5	.	.
O=C(Nc1ccc(OCc2ccccc2)cc1)c1ccccc1	0%	-2%	-1%	-2%	0%	-4	11%	-9	0	0
CN(C)C(=O)c1cc(C(=O)c2ccccc2C(F)(F)F)c[nH]1	-2%	-5%	-3%	-6%	0%	-4	2%	8	-1	1
CCOC(=O)c1cc(-c2ccc(C)cc2)nc2nc(SC)[nH]c(=O)c12	.	-2%	99%[activator]	0%	-2%	-1	-4%	-6	1	4
COC(=O)c1ccc(C(=O)OC)c(NC(=S)N2CCN(c3ccccn3)CC2)c1	-4%	9%	10%	-18%	1%	-2	-4%	-23	13	2
CC12CCC(C(=O)NCCCN3CCOCC3)(C(Br)C1=O)C2(C)C (stereo not given)	-1%	-2%	5%	18%	3%	-3	-4%	13	-4	5
CCOC(=O)c1cc(NC(=O)N2CCCCC2)c(C)nc1C	-11%	7%	6%	2%	0%	5	20%	12	2	0
COc1ccc(S(=O)(=O)NC2CCCCCC2)c(OC)c1	-7%	6%	0%	12%	4%	3	5%	-9	25	.
CC1(C)C(=O)Nc2ccccc2N1C(=O)COC(=O)c1cc(S(C)(=O)=O)ccc1Cl	.	.	-2%	13%	.	-4	-5%	-7	-1	.
Cc1cccc2sc(NC(=O)C3CCN(C(=O)c4ccco4)CC3)nc12	3%	19%	-1%	14%	4%	9	-2%	3	6	8
CCc1cc(S(=O)(=O)N2CCN(C(=O)c3ccco3)CC2)ccc1OC	-6%	5%	-1%	-29%	0%	-1	3%	-2	3	1
Cc1n[nH]c(=O)c2c(NC(=O)COC(=O)Cc3c(F)cccc3Cl)oc(C)c12	.	.	5%	14%	.	-6	2%	1	-4	.
CCOc1cccc(CN(CC)CC2CCCN(CCc3cccc(OC)c3)C2)c1O (stereo not given)	-2%	-14%	0%	-52%[inhibitor]	4%	17	-3%	-3	2	0
Cc1ccccc1CSc1nsc(N)n1	-6%	-3%	2%	-7%	2%	-18	2%	11	-1	-1
O=C1c2ccccc2C(Nc2ccc(Cl)cn2)N1c1cccnc1 (stereo not given)	8%	-1%	5%	16%	1%	13	8%	5	-2	0
Cc1cc(C)n2nc(SCC(=O)NC(=O)c3ccccc3)nc2n1	.	.	-3%	10%	.	5	-2%	2	.	.
COc1cc2c(cc1OC)-c1cc(NCc3ccccn3)nc(=O)n1CC2	-16%	-23%	114%[activator]	13%	-6%	7	-10%	0	-1	1
CN(CC(=O)Nc1ccc(Cl)cc1)C(=O)CNC(=O)c1cccs1	.	.	-5%	7%	.	12	1%	-14	-4	.
COc1ccc(C(=O)/C=C/Nc2cc(C)on2)cc1	21%	7%	4%	14%	3%	-32	0%	3	4	-1
Cc1ccc(C)c(S(=O)(=O)N2CCCOC2CNC(=O)C(=O)NCc2cccnc2)c1 (stereo not given)	.	-4%	2%	3%	1%	-14	-2%	16	-3	2
O=C(Oc1cc(-c2ccccc2)no1)c1ccc(F)cc1	0%	-1%	-1%	9%	2%	-6	.	3	-1	2
CCN1C(=O)/C(=C/N(C)c2ccccc2)OC1=S	?	1%	-3%	12%	1%	0	-13%	-3	1	7
O=C(Cc1ccc(Cl)cc1)NCCCNC(=O)c1cccnc1	-17%	-10%	-4%	-17%	5%	-7	-3%	3	-1	1
Cn1ncc([N+](=O)[O-])c1C(=O)N/N=C/c1ccc(F)cc1	?	-1%	-1%	10%	2%	-4	7%	-3	1	2
Cc1c(Cl)cccc1NC(=O)CN1C(=O)CSc2ncccc21	-14%	2%	.	.	1%	.	-14%	.	.	1
COC(=O)c1ccccc1S(=O)(=O)N1CCC(C(=O)N(C)CCOc2ccccc2)CC1	.	.	2%	-26%	.	-6	-1%	-7	1	.
CCOC(=O)Cc1csc(NC(=O)CSc2nnc(-c3ccncc3)n2Cc2ccco2)n1	.	.	3%	-20%	.	3	.	16	.	.
COC(=O)c1c(NC(C)=O)sc(C(=O)Nc2ccccc2OC)c1C	18%	-6%	5%	3%	0%	2	-1%	-15	9	0
O=C(NCC(=O)N1CCC2(CC1)NCCc1[nH]cnc12)c1ccccc1F	-2%	15%	-6%	-7%	-2%	-14	-15%	8	-3	.
CC(C)(C)CC(C)(C)NC(=O)c1ccc2snnc2c1	-4%	10%	3%	2%	0%	0	-2%	11	?	0
O=C1OC(N2CCN(C(=O)c3ccco3)CC2)c2ccccc21 (stereo not given)	0%	4%	1%	8%	-1%	4	-2%	-8	-1	5
CCOc1ccc2[nH]c(=O)c(CN(C(=O)N3CCOCC3)C3CC3)cc2c1	-4%	-4%	.	.	2%	.	6%	.	1	0
CCOCCCNC(=O)c1cc2c(=O)n3ccccc3nc2s1	?	3%	i	-25%	0%	2	9%	-4	-2	-1
CS(=O)(=O)c1ccccc1C(=O)Nc1cc2c(cc1C(=O)O)OCCCO2	1%	8%	-4%	9%	2%	1	-9%	13	-2	6
c1ccc2c(c1)NC1(CCCCC1)n1c-2nc2ccccc21	-3%	9%	391%[activator]	15%[7.66 µM]	2%	7	14%	28	16	4
CCOc1ccc(NC(=O)N(CCN2CCOCC2)Cc2ccc3c(c2)CCCN3CC)cc1	6%	4%	0%	-20%	3%	-4	-7%	31	15	-2
Cc1noc(C)c1S(=O)(=O)N(C)C[C@H]1Oc2ccc(NC(=O)NC3CCCCC3)cc2C(=O)N([C@H](C)CO)C[C@@H]1C	.	.	3%	23%	.	7	-2%	5	.	.
Cc1ccc(C(=O)Nc2scc(-c3ccccc3)c2C(=O)O)cc1	.	.	22%	14%	.	-1	.	9	.	.
CC(C)(C)c1ccc(C(=O)CCC(=O)OCC(=O)NCCc2ccc(S(N)(=O)=O)cc2)cc1	.	.	5%	-2%	.	-12	0%	-15	3	.
COC(=O)c1ccccc1NC(=O)Cn1nc2n(C)c3ccccc3n2c(=O)c1=O	5%	18%	.	.	.	.	-1%	.	3	3
CN(C)S(=O)(=O)c1ccc(C(=O)OCC(=O)Nc2ccc(OC(F)F)cc2)cc1	2%	4%	0%	-16%	9%	2	-15%	-7	3	3
COc1cc(C)nc(N2CCCC(C(=O)Nc3ccccc3Br)C2)n1 (stereo not given)	-6%	1%	3%	?	7%	-5	2%	22	11	5
